Source: PubChem BioAssay
Tau FP inhib: inhibitors of human tau fibril formation; P10636; K18 P301L tau heparin fibrillization, Alexa594 FP, 6 h; Potency, µM (highest dose often 57.7 µM), without a hit: at the top dose activity, negative = inhibition, hits mostly inhibitors; actives 0.39% (n = 280,000); further: nearly all actives have a fitted effect of over 55% in size
Target sequence (P10636 561-689 P618L limits assumed): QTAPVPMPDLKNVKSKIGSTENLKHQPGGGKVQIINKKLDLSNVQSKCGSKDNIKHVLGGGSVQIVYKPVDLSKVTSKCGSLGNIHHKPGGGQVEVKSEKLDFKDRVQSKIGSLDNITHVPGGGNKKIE
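Human tau K18 […] P301L fragment, 15 uM unlabeled plus 0.24 uM Alexa 594-labeled tau (final), with compound and 20 uM heparin in 100 mM sodium acetate pH 7; 6 hr at 37 C, then Alexa 594 FP read.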
TexasRed fluor: alters Texas Red total fluorescence, flagging assay interference; TRb/SRC2 Texas Red total fluorescence interference; Potency, µM (series often up to 106 µM), without a hit: at the highest dose fluorescence change, negative = quenching; actives 0.29% (n = 280,000); active means well fitted curve in either direction with a large enough effect; inconclusive means small, poorly fitted or top-dose-only effect
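Flags fluorescent or light-absorbing compounds by total fluorescence, S + 2P, at 555 nm excitation and 632 nm emission. Mixture: 20 nM Texas Red SRC2 peptide, 0.6 uM human TRb LBD, 1 uM T3, 5% DMSO; compound exposure 5 h at ambient temperature.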
Tau ThT inhib: inhibitors of human tau fibril formation, thioflavin T binding | P10636 | recombinant tau K18 P301L (four-repeat tau fragment), heparin-induced fibrillization, ThT fluorescence | Potency, µM (top dose mostly 57.4 µM), without a hit: at the top dose activity, negative = inhibition, hits mostly inhibitors | actives 2.1% (n = 270,000) | AID 1460; further: nearly all actives have a fitted effect of over 55% in size
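Recombinant human tau K18 fragment […] carrying P301L, 15 uM unlabeled plus 0.24 uM Alexa 594-labeled, was fibrillized with 20 uM heparin in 100 mM sodium acetate pH 7 for 6 hr at 37 C; 30 uM ThT fluorescence read after 1 hr.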
TRb SRC2 PPI: TRbeta-SRC2 interaction inhibition | actives 0.065% (n = 280,000) | P10828 | Potency, µM (titrated, usually from 106 µM), for the others: top-dose activity change, negative = inhibition, most hits filed as inhibitors | TRbeta-SRC2 peptide binding, fluorescence polarization; receptor liganded with 1 µM T3;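 further: plate controls were bound peptide for no effect and peptide without receptor for full effect; nearly all actives have a fitted effect of over 50% in size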
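Fluorescence polarization of 20 nM Texas Red SRC2 peptide with 0.6 uM human TRb ligand-binding domain, in Tris buffer with 1uM T3 and 5% DMSO. Incubated 5 hr ambient; normalized to unbound and bound controls.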
L3MBTL1 block: L3MBTL1 (human) inhibition; AID 485360; AlphaScreen L3MBTL1–H3K9me1 peptide binding; actives 0.66% (n = 230,000); Q9Y468; Potency, µM (titrated, usually from 57.1 µM), inactives show top-dose activity, negative = inhibition, hits mostly inhibitors; further: nearly all actives have a fitted effect of over 60% in size
Target sequence (Q9Y468 whole entry, looked up): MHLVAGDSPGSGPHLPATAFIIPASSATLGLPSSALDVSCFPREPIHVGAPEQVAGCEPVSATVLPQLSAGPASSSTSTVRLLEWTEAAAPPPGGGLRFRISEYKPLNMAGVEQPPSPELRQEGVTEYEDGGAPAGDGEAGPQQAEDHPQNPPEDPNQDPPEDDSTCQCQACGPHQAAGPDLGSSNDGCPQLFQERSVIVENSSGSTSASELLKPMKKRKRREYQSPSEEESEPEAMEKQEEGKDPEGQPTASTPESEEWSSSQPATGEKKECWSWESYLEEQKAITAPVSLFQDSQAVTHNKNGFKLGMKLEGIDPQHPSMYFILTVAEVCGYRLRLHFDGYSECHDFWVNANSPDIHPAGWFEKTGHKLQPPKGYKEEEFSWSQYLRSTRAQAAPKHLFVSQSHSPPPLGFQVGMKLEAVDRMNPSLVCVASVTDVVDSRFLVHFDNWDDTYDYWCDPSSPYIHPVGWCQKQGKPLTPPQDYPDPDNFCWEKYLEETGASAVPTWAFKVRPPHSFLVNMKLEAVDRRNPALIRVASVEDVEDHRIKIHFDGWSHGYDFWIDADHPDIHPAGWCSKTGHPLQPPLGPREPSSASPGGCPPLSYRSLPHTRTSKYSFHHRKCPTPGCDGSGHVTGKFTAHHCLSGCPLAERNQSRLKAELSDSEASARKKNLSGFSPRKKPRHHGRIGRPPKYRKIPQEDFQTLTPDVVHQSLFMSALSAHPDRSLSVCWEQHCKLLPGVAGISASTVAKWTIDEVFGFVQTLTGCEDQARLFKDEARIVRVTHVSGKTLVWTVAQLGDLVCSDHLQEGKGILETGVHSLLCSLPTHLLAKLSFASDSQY
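First, the protein-peptide complex forms for 30 min at room temperature (L3MBTL1 50 nM, biotinylated H3K9me1 peptide 75 nM). Next, compounds are pin-transferred and incubated 30 min. Finally, AlphaScreen beads are added and read after 30 min.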
RECQ1 helicase: blocks DNA unwinding by human RECQ1 | P46063 | RECQ1 DNA unwinding, red fluorescence kinetic read | Potency, µM (doses to about 57.3 µM), for inactives: at the highest dose activity, negative = inhibition, actives largely listed as inhibitors | actives 0.54% (n = 240,000) | AID 2549;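 further: plate controls were vehicle for no effect and no enzyme for full effect; nearly all actives have a fitted effect of over 30% in size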
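RECQ1T1 50 nM; forked duplex (20 bp + 30-nt ss tails) 200 nM, ATP 2 mM final; pH 8.0, 2 mM MgCl2, 2.5 ug/ml poly(dI-dC); 15 min compound preincubation; discontinuous kinetic read over 2 h at RT.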
GoLoco inh red: RGS12 GoLoco-Gai1 interaction inhibition; P63096; Gai1:RGS12 GoLoco peptide FP, rhodamine, 10 min; Potency, µM (doses to about 61.6 µM), for the others: at the top dose activity, negative = inhibition, usual class: inhibitors; actives 0.44% (n = 230,000); active means well fitted inhibition curve with a large enough effect, not every such curve was filed as active; inactive means no such curve, though single readings can be large or run the other way; further: nearly all actives have a fitted effect of over 30% in size; many of its hits are not listed in these tables
JMJD2E inh: inhibitors of human JMJD2E histone demethylase. JMJD2E catalytic domain, FDH-coupled NADH fluorescence (FDH is formaldehyde dehydrogenase). AID 2147. actives 1.6% (n = 230,000). B2RXH2. Potency, µM (doses to about 57.1 µM), without a hit: top-dose activity change, negative = inhibition, actives largely listed as inhibitors; active means well fitted inhibition curve with a large enough effect, not every such curve was filed as active; inconclusive means small, poorly fitted or top-dose-only effect, or another doubt; inactive means no such curve, though single readings can be large or run the other way;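 further: 0% = wells with enzyme and -100% = buffer wells without enzyme; nearly all actives have a fitted effect of over 50% in size; many of its hits are not listed in these tables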
* marks the source's active call; other numbers are inactive results; [ ] = remark or other dose. Unless noted, the call rests on the fitted dose curve; in most records, active means well fitted curve in the direction sought with a large enough effect; inconclusive means small, poorly fitted or top-dose-only effect, or another doubt; inactive means no such curve, though single readings can be large; an effect the other way counts as inactive or inconclusive. Unless noted, on the % scale 0 is the no-effect control and ±100 the full control effect; potency means the concentration at half of the fitted maximal effect. The list is partial; rates above refer to the full screens.

Screening CCOC(=O)c1c(CSc2ccc(C)cc2)n(C)c2cc(Br)c(O)c(CN(C)C)c12 returned Tau FP inhib 10.7%, TexasRed fluor -3.3%, Tau ThT inhib inconclusive, TRb SRC2 PPI 1.0%, L3MBTL1 block inconclusive, RECQ1 helicase -21.4%, GoLoco inh red -5.8% and JMJD2E inh -5.6%.
Screening CCN1C(=O)/C(=C2/Sc3ccccc3N2CC)S/C1=N\c1ncn[nH]1 returned Tau FP inhib 8.8%, TexasRed fluor 0.3%, Tau ThT inhib inconclusive, TRb SRC2 PPI 2.6%, L3MBTL1 block -17.4%, RECQ1 helicase inactive, GoLoco inh red 108.3%[activator] and JMJD2E inh -5.4%.
`COc1cccc(CCNC(=O)Cn2c(-c3cccs3)cc3ccccc32)c1` gave Tau FP inhib -3.1%, TexasRed fluor -1.7%, Tau ThT inhib -6.0% and TRb SRC2 PPI 0.3%.
`Cc1ccn2cc(C34CC5CC(CC(C5)C3)C4)nc2c1` gave Tau FP inhib -2.7%, TexasRed fluor 0.1%, Tau ThT inhib 1.9%, TRb SRC2 PPI -6.3%, L3MBTL1 block -14.9%, RECQ1 helicase inactive, GoLoco inh red -0.9% and JMJD2E inh inconclusive.
For Cc1cc2nn(-c3cccc4ccccc34)nc2cc1N the results were Tau FP inhib inconclusive, TexasRed fluor -3.3%, Tau ThT inhib -25.0%, TRb SRC2 PPI -12.1%, L3MBTL1 block -1.2%, RECQ1 helicase -0.5%, GoLoco inh red -3.7% and JMJD2E inh inconclusive.
Screening Cc1cc(C)cc(NC2=NCC(=O)N2Cc2ccccc2)c1 returned Tau FP inhib 6.5%, TexasRed fluor -5.8%, Tau ThT inhib -15.1%, TRb SRC2 PPI -3.9%, RECQ1 helicase -6.3%, GoLoco inh red 3.3% and JMJD2E inh 0.9%.
Screening CCOC(=O)c1ccc(NC(=O)CC2COc3ccccc3O2)cc1 (stereo not given) returned Tau FP inhib -5.3%, TexasRed fluor 0.1%, Tau ThT inhib inconclusive, TRb SRC2 PPI -2.4%, RECQ1 helicase -6.1%, GoLoco inh red -7.1% and JMJD2E inh -6.9%.
CCN(CCC#N)c1ccc(/C=N/Nc2nc(C)cc(=O)[nH]2)c(C)c1 was read as Tau FP inhib 4.6%, TexasRed fluor -6.4%, Tau ThT inhib inconclusive, TRb SRC2 PPI 1.9%, L3MBTL1 block 4.1%, RECQ1 helicase -16.6% and JMJD2E inh inconclusive.
For O=c1c2oc3ccccc3c2ncn1Cc1ccccc1F the results were Tau FP inhib -5.6%, TexasRed fluor 0.9%, Tau ThT inhib 4.8%, TRb SRC2 PPI 1.6%, L3MBTL1 block -3.4%, RECQ1 helicase -3.5%, GoLoco inh red 11.1% and JMJD2E inh 6.5%.
Screening COc1ccc(Cl)cc1NC(=O)CCc1c(C)nc2c(c1C)c(=O)n(C)c(=O)n2C returned Tau FP inhib -9.2%, TexasRed fluor -1.8%, Tau ThT inhib 0.2% and TRb SRC2 PPI -7.4%.
`COc1cccc(C(=O)N=c2sc3cc(S(C)(=O)=O)ccc3n2C)c1` gave Tau FP inhib -7.0%, TexasRed fluor -2.6%, Tau ThT inhib inconclusive, TRb SRC2 PPI -2.8%, L3MBTL1 block 6.9%, RECQ1 helicase -12.4%, GoLoco inh red 7.3% and JMJD2E inh inconclusive.
For Cc1cccc(NC(=O)/C=C/c2ccc([N+](=O)[O-])s2)c1 the results were Tau FP inhib inconclusive, TexasRed fluor -5.8%, Tau ThT inhib inconclusive, TRb SRC2 PPI -7.1%, L3MBTL1 block -6.5%, RECQ1 helicase -11.1%, GoLoco inh red -1.7% and JMJD2E inh 1.0%.
For Cc1cc(C)n(C(=O)CCNC(=O)c2ccccc2Br)n1 the results were Tau FP inhib 1.8%, TexasRed fluor -6.4%, Tau ThT inhib -9.9%, TRb SRC2 PPI -2.0%, L3MBTL1 block 4.4%, RECQ1 helicase -2.1%, GoLoco inh red 2.3% and JMJD2E inh 3.5%.
For COc1cc([C@H]2[C@@H]3CCCC[C@]3(O)CCN2CC(=O)Nc2ccc(C)cc2C)ccc1O the results were Tau FP inhib 1.0%, TexasRed fluor 3.6%, Tau ThT inhib -6.4%, TRb SRC2 PPI -4.3%, L3MBTL1 block -3.0%, RECQ1 helicase inactive, GoLoco inh red 22.8% and JMJD2E inh 3.1%.
Screening COc1ccc(C2c3[nH]c4ccccc4c3CCN2Cc2cccn2-c2ncccn2)cc1C (stereo not given) returned Tau FP inhib -1.1%, TexasRed fluor -2.5%[53 µM], Tau ThT inhib inconclusive, TRb SRC2 PPI -6.9%[53 µM], L3MBTL1 block -7.1%, RECQ1 helicase -6.2%, GoLoco inh red 49.9%[activator] and JMJD2E inh -0.6%.
`Cc1nnsc1-c1c(C(=O)Oc2ccccc2)c(C)nn1-c1ccccc1` gave Tau FP inhib -10.0%, TexasRed fluor -2.4%, Tau ThT inhib -11.6%, TRb SRC2 PPI 2.8%, L3MBTL1 block 16.0%, RECQ1 helicase -8.5%, GoLoco inh red 2.4% and JMJD2E inh -1.1%.
`COc1cc2nc(SCc3ccc(C)cc3)n3nc(CCn4nc(C)cc4C)nc3c2cc1OC` gave Tau FP inhib -13.3%, TexasRed fluor 0.8%, Tau ThT inhib -9.3% and TRb SRC2 PPI 1.0%.
For CCOC(=O)C(CCCOc1cccc(CC)c1)C(=O)OCC the results were Tau FP inhib -6.6%, TexasRed fluor -2.2%, Tau ThT inhib -19.4%, TRb SRC2 PPI 1.9%, RECQ1 helicase 4.0%, GoLoco inh red 7.7% and JMJD2E inh 1.4%.
CNS(=O)(=O)c1cn(CC(=O)Nc2ccc(OC)c(Cl)c2)cc1S(=O)(=O)NC was read as Tau FP inhib -2.4%, TexasRed fluor 1.3%, Tau ThT inhib -11.4% and TRb SRC2 PPI 1.1%.
COc1ccc(/C=N/n2cnnc2SCCO)cc1OC was read as Tau FP inhib -0.5%, TexasRed fluor 1.1%, Tau ThT inhib -10.0%, TRb SRC2 PPI -2.1%, L3MBTL1 block -5.5%, RECQ1 helicase 12.9%, GoLoco inh red 13.0% and JMJD2E inh inconclusive.
O=C(NCc1cccc(F)c1)c1ccc2nc(CCc3ccccc3)oc2c1 was read as Tau FP inhib -2.1%, TexasRed fluor -3.0%, Tau ThT inhib 0.2% and TRb SRC2 PPI 9.6%.
For O=C(Nc1ccc2c(c1)nc1n2CCN(C2CCCCC2)C1)c1ccco1 the results were Tau FP inhib -13.2%, TexasRed fluor -1.8%, Tau ThT inhib inconclusive, TRb SRC2 PPI 7.4%, RECQ1 helicase 12.4%, GoLoco inh red 8.8% and JMJD2E inh inconclusive.
For O=C(CCn1c(=O)sc2ccccc21)Nc1cccnc1 the results were Tau FP inhib 6.7%, TexasRed fluor -1.9%, Tau ThT inhib 8.4%, TRb SRC2 PPI -0.1%, L3MBTL1 block 2.7%[11.4 µM], RECQ1 helicase 0.5%, GoLoco inh red -1.1% and JMJD2E inh 0.5%.
For COCCNC(=O)CN1C(=O)NC2(CCCCCC2)C1=O the results were Tau FP inhib -1.4%, TexasRed fluor -0.5%, Tau ThT inhib 0.5%, TRb SRC2 PPI 5.6%, L3MBTL1 block 8.7%, RECQ1 helicase 0.6%, GoLoco inh red 7.7% and JMJD2E inh 3.8%.

2 compounds picked at random from the list so far, as already listed:
For O=C(Nc1ccc2c(c1)nc1n2CCN(C2CCCCC2)C1)c1ccco1 the results were Tau FP inhib -13.2%, TexasRed fluor -1.8%, Tau ThT inhib inconclusive, TRb SRC2 PPI 7.4%, RECQ1 helicase 12.4%, GoLoco inh red 8.8% and JMJD2E inh inconclusive.
CNS(=O)(=O)c1cn(CC(=O)Nc2ccc(OC)c(Cl)c2)cc1S(=O)(=O)NC was read as Tau FP inhib -2.4%, TexasRed fluor 1.3%, Tau ThT inhib -11.4% and TRb SRC2 PPI 1.1%.

(list continues)
Screening CCCCn1c(O)c(C=NCCCN(C)C)c(=O)[nH]c1=O returned Tau FP inhib 7.2%, TexasRed fluor -1.7%, Tau ThT inhib -7.8%, TRb SRC2 PPI -17.6%, L3MBTL1 block -3.4%, RECQ1 helicase -14.3%, GoLoco inh red -1.6% and JMJD2E inh 9.5%.
Cc1ccc(C)c(NC(=O)CSc2ncc3c(n2)-c2ccc(Cl)cc2N(C)S3(=O)=O)c1 was read as Tau FP inhib -14.3%, TexasRed fluor 2.4%, Tau ThT inhib -4.9% and TRb SRC2 PPI -2.9%.
`Cc1ccc(S(=O)(=O)n2nc(C)c(S(=O)(=O)N3CCCCCC3)c2C)cc1C` gave Tau FP inhib -1.7%, TexasRed fluor -1.0%, Tau ThT inhib 2.8% and TRb SRC2 PPI 7.1%.
`CCCn1c(C(C)NC(=O)c2ccccc2)nc2ccccc21` (stereo not given) gave Tau FP inhib 5.2%, TexasRed fluor -0.6%, Tau ThT inhib -3.7%, TRb SRC2 PPI 2.6%, L3MBTL1 block 1.9%, RECQ1 helicase 0.0%, GoLoco inh red -2.1% and JMJD2E inh 6.4%.
O=C(COc1cccc2cccnc12)NNC(=S)Nc1ccccc1 was read as Tau FP inhib 4.0%, TexasRed fluor -2.0%, Tau ThT inhib inconclusive, TRb SRC2 PPI 3.0%, RECQ1 helicase -7.1%, GoLoco inh red 5.0% and JMJD2E inh 11.8%.
For CC(=O)Nc1ccc(-n2nnnc2SCC(=O)NCc2cccs2)cc1 the results were Tau FP inhib 6.0%, TexasRed fluor 0.2%[53 µM], Tau ThT inhib -8.0%, TRb SRC2 PPI -1.8%[53 µM], L3MBTL1 block -2.8%, RECQ1 helicase 12.7%, GoLoco inh red 4.8% and JMJD2E inh -4.8%.
Cc1ccc(-n2ncc3c(=O)n(-c4ccc(C)c(C)c4)c(C)nc32)cc1 was read as Tau FP inhib -17.6%, TexasRed fluor 1.0%, Tau ThT inhib -16.6%, TRb SRC2 PPI -1.3%, RECQ1 helicase -3.6%, GoLoco inh red 6.5% and JMJD2E inh -2.6%.
